5HT1a ag = agonists of human 5-HT1a serotonin receptor | CHO 5-HT1a Ga15 NFAT-bla reporter, FRET ratio; 0% basal, 100% maximal reference agonist | activation, % at 10 µM | hit rate 0.56% among 65,000;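 active = activation above the screen-wide mean activation plus 3 SD, cut at about 19% in these data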;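 also: 0% = DMSO wells and 100% = 5-CT at EC100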
E coli RNAP = blocks E. coli RNA polymerase transcription; hit rate 0.2% among 62,000; fluorescence transcription assay; P0A8V2; inhibition, %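 (tested at 10 µM)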; in the data active = inhibition above about 20%;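 also: 0% = enzyme without compound and 100% = no enzyme blank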
Hsp90 block = displaces geldanamycin probe from tumor Hsp90 | NCI-N417 lysate Hsp90, Cy3B-geldanamycin FP displacement | hit rate 0.35% among 64,000 | inhibition, % at 30 µM;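 active = inhibition above 50%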;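 also: 0% = tracer plus lysate wells and 100% = tracer alone without lysate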
M1 antag = blocks the rat M1 muscarinic receptor response to acetylcholine; P08482; AID 628; hit rate 3.4% among 64,000; CHO-M1 cells, Fluo-4 calcium, ACh EC80 antagonist mode; stronger effect = lower value; B-score at 10 µM;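 active = calcium fluorescence response, raw or row-and-column corrected B-score, differing from the plate sample mean either way at a set confidence level, mostly lower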
Target sequence (P08482 whole entry, looked up): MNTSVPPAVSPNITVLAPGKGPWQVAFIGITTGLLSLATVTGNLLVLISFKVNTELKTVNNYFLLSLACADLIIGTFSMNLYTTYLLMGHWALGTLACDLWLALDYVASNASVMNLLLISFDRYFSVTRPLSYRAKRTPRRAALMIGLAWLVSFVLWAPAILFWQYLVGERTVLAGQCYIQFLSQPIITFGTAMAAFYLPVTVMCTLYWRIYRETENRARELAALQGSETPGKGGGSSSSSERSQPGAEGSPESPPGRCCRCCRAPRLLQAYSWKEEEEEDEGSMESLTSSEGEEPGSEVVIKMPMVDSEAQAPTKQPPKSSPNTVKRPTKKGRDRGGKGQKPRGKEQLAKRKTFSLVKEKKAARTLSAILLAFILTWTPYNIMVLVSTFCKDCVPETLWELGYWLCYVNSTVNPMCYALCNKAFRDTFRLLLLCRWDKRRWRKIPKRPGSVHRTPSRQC
Her2 expr inh = Her2 kinase expression inhibition | P04626 | SKBR-3 HER2 protein level, AlphaScreen, 18-24 h; stronger effect = lower value | HER2 level % of control, % at 10 µM | hit rate 0.69% among 65,000 | AID 645;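 active = HER2 level under 5% of the carrier-only control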;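 also: 100% = DMSO carrier and 0% = 500 nM PU-H71 HSP90 inhibitor; lower value means stronger loss of Her2 protein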
M1 agonist = agonists of M1 muscarinic receptor; CHO-M1 cells, Fluo-4 calcium fluorescence, agonist mode; stronger effect = higher value; B-score at 10 µM; hit rate 3% among 64,000; AID 626;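 active = fluorescence rise, raw or as B-score row- and column-corrected plate score, outside the 99.7% band of its plate's samples, either direction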
D1 mod = allosterically modulates the human D1 dopamine receptor; P21728; HEK293 D1, CRE-luciferase, dopamine EC30 potentiation; actives deviate in either direction; B-score at 10 µM; hit rate 5.9% among 58,000;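 active = luminescence count or its row- and column-corrected plate score outside the 99.7% band of the plate's sample wells, on either side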
Target sequence (P21728 whole entry, looked up): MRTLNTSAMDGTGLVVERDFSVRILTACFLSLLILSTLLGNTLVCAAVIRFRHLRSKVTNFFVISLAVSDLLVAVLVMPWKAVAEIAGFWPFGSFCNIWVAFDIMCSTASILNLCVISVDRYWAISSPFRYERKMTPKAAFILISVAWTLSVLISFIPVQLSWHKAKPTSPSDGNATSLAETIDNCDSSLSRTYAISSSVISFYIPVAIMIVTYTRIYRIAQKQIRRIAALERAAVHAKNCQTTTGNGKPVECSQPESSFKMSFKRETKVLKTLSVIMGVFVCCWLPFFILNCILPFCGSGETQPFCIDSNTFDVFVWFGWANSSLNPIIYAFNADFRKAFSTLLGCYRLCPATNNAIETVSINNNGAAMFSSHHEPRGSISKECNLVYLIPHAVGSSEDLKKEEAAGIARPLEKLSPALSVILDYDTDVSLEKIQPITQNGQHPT
NADH coupling = inhibitors of enzymes used to reach an NAD/NADH endpoint. coupled PK/LDH NADH assays, four targets. IC50, µM (doses to about 10 µM), without a hit: at the highest dose inhibition. hit rate 0.02% among 65,000;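 active = single-dose screening hits from any of four coupled enzyme assays that gave an IC50 when retested across doses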;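 also: the DPM-DC format reads NADH fluorescence rather than 340 nm absorbance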
Autofluor 339 = intrinsic fluorescence of library compounds, ex339/em460 – biochemical, MLSMR library, data from DPM-DC assay, artefact control, profiling panel. compound autofluorescence, ex339/em460 nm, NADH buffer; stronger effect = higher value; 1 = no-compound wells, NADH background. AID 709. fluorescence fold increase at 10 µM. hit rate 5.5% among 65,000;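 active = at 10 µM, mean starting fluorescence two-fold or more over control wells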;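 also: signal is the first read of a kinetic run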
* marks the source's active call; other numbers are inactive results; · = not tested or not shown; [ ] = another dose, or the depositor's remark.

1) COc1ccc2c(c1)C1(C)CC(C)(C)N2C(=O)N1c1ccccc1 (centres undefined)
2) COc1ccc(OC)c(C2C(C#N)=C(N)Oc3cc(C)[nH]c(=O)c32)c1 (centres undefined)
3) CCCNC(=O)Cn1cnc2sc(C(=O)N3CCN(CCC)CC3)c(C)c2c1=O
4) O=S1(=O)N=C(N2CCN(Cc3ccc4c(c3)OCO4)CC2)c2ccccc21
5) O=C(c1ccc(Cl)cc1)c1ccc(OCC(O)CN2CCOCC2)cc1 (centres undefined)
6) COc1ccc(S(=O)(=O)Nc2ccc3oc(C)c(C(=O)O)c3c2)cc1
7) CC(=O)NC1(c2cccc(F)c2)CCN(CC(=O)NC2CCCCC2)CC1
8) CCOc1ccccc1C(=O)NCCCn1ccnc1
Compound	1	2	3	4	5	6	7	8
5HT1a ag	0.5	-4.0	-4.4	-2.6	-0.2	-2.6	-1.4	-2.7
E coli RNAP	12	7	1	-7	13	-7	·	10
Hsp90 block	-5	-4	-2	2	-3	-2	0	-6
M1 antag	0.65	0.041	0.53	0.19	0	0.26	-0.35	-0.95*
Her2 expr inh	86	82	98	95	72	124	126	76
M1 agonist	0.13	0.028	-2.4	-0.36	-0.61	1.4	0.022	-1.4
D1 mod	1.4	-0.34	0.09	-0.31	0.53	-0.52	0.64	-0.21
NADH coupling	10%	1%	5%	10%	7%	3%	2%	3%
Autofluor 339	1.4	1	1.1	1.1	1.1	1.1	1.1	1

The last 3 entries of the part before open the next one:
6) COc1ccc(S(=O)(=O)Nc2ccc3oc(C)c(C(=O)O)c3c2)cc1
7) CC(=O)NC1(c2cccc(F)c2)CCN(CC(=O)NC2CCCCC2)CC1
8) CCOc1ccccc1C(=O)NCCCn1ccnc1
9) COc1ccc2c(=O)c3c(=O)n(Cc4ccco4)c(C(C)C)nc3oc2c1
10) CC1Cn2c(nnc2-c2cc3ccccc3cc2O)S1 (centres undefined)
11) CCCCn1c(SCc2cccnc2)nc2c1c(=O)n(C)c(=O)n2C
12) COc1cc(C)c(S(=O)(=O)NCc2cccs2)cc1C
13) COC(=O)c1cc(NC(=O)CC2NCCNC2=O)cc(C(=O)OC)c1 (centres undefined)
14) Cc1ccc(S(=O)(=O)N(C)CCCC(=O)N2CCOCC2)cc1
15) CC(=O)N(CC1CCCO1)c1nnc(-c2cnccn2)s1 (centres undefined)
16) COCCOc1nc2ccccc2nc1C
Compound	6	7	8	9	10	11	12	13	14	15	16
5HT1a ag	-2.6	-1.4	-2.7	-2.9	2.5	-1.2	-2.3	-0.6	-5.0	-3.0	0.4
E coli RNAP	-7	·	10	5	·	6	1	-3	7	2	4
Hsp90 block	-2	0	-6	-8	0	-7	0	7	0	0	-1
M1 antag	0.26	-0.35	-0.95*	-0.034	-2	-0.15	0.31	0	0.38	0.51	-0.86
Her2 expr inh	124	126	76	83	92	72	96	101	91	106	82
M1 agonist	1.4	0.022	-1.4	0.74	-1.6	0.74	-0.39	2.8	-0.011	-0.47	0.023
D1 mod	-0.52	0.64	-0.21	-0.33	0.024	1.7	0.19	0.96	-0.3	-1.7	0.75
NADH coupling	3%	2%	3%	3%	11%	4%	4%	5%	5%	0%	1%
Autofluor 339	1.1	1.1	1	1.1	2.9*	1.1	1.1	1.1	1.1	1.5	1.1

With a hit mark in Autofluor 339, of those listed so far:
item | canonical_smiles | 5HT1a ag | E coli RNAP | M1 antag | Her2 expr inh | M1 agonist | D1 mod | NADH coupling | Autofluor 339
10 | CC1Cn2c(nnc2-c2cc3ccccc3cc2O)S1 (centres undefined) | 2.5 | · | -2 | 92 | -1.6 | 0.024 | 11% | 2.9*

(continued)
17) CCCCNc1nc(N(C)c2ccccc2)nc(-n2ccnc2)n1
18) CC(=O)OC1COC(n2ccc3ccccc32)C(OC(C)=O)C1OC(C)=O (centres undefined)
19) COc1cc(C(=O)Nc2nnc(CC(=O)N3CCOCC3)s2)cc(OC)c1OC
20) O=C(CCc1ccccc1)Nc1ccncc1
21) CCOc1ccc(Cl)cc1S(=O)(=O)N1CCCC1
22) COc1ncnc2c1oc1nc(C(C)C)c3c(c12)CC(C)(C)OC3
23) COc1ccc(C(CNC(=O)Cc2cc(OC)c(OC)c(OC)c2)N2CCCC2)cc1 (centres undefined)
24) Fc1ccccc1N1CCN(Cc2nc(-c3ccccc3)no2)CC1
Compound	17	18	19	20	21	22	23	24
5HT1a ag	1.4	-1.8	6.2	-1.9	-4.9	-1.0	1.0	-4.8
E coli RNAP	-2	6	0	1	-2	-1	4	4
Hsp90 block	-2	-11	3	10	-8	0	·	-4
M1 antag	-1	-0.088	0.51	-2.4	0.017	-0.99	-0.18	-0.49
Her2 expr inh	59	89	105	89	97	77	170	79
M1 agonist	1.1	0.083	-0.11	-0.9	-0.86	-0.88	-0.16	1.2
D1 mod	4.6*	-0.13	0.00053	-0.43	-1.5	8.7*	·	-0.0089
NADH coupling	5%	7%	6%	4%	0%	2%	6%	2%
Autofluor 339	1.1	0.94	1.1	1	1.1	1.1	1.1	1.1

4 records drawn at random from those above:
3) CCCNC(=O)Cn1cnc2sc(C(=O)N3CCN(CCC)CC3)c(C)c2c1=O
10) CC1Cn2c(nnc2-c2cc3ccccc3cc2O)S1 (centres undefined)
19) COc1cc(C(=O)Nc2nnc(CC(=O)N3CCOCC3)s2)cc(OC)c1OC
18) CC(=O)OC1COC(n2ccc3ccccc32)C(OC(C)=O)C1OC(C)=O (centres undefined)
Compound	3	10	19	18
5HT1a ag	-4.4	2.5	6.2	-1.8
E coli RNAP	1	·	0	6
Hsp90 block	-2	0	3	-11
M1 antag	0.53	-2	0.51	-0.088
Her2 expr inh	98	92	105	89
M1 agonist	-2.4	-1.6	-0.11	0.083
D1 mod	0.09	0.024	0.00053	-0.13
NADH coupling	5%	11%	6%	7%
Autofluor 339	1.1	2.9*	1.1	0.94

(continued)
25) Cc1noc(C)c1S(=O)(=O)Nc1c(C)n(C)n(-c2ccccc2)c1=O
26) c1ccc(-c2noc(-c3cccc4ccccc34)n2)cc1
27) COc1ccc(OC)c(N(CC(=O)NCc2ccccn2)S(C)(=O)=O)c1
28) Cc1cccc(NC(=O)CN(C)S(=O)(=O)c2cccc3cccnc23)c1
29) COc1ccc(-c2noc(-c3cc(C)cc(C)c3)n2)cc1OC
30) COc1ccc(C(=O)Nc2ccc(S(=O)(=O)NCc3ccco3)cc2)cc1OC
31) O=c1[nH]c(=O)n(Cc2ccco2)c2c1C(C(F)(F)F)(C(F)(F)F)N=C(c1ccco1)N2
32) Nc1nc(NC(=O)c2cccc(S(=O)(=O)N3CCCCCC3)c2)nc(-c2ccccc2)n1
Compound	25	26	27	28	29	30	31	32
5HT1a ag	-3.8	-1.5	-1.9	0.7	-1.5	-0.9	0.5	4.0
E coli RNAP	4	5	0	0	8	6	4	3
Hsp90 block	1	-4	2	0	1	-2	3	·
M1 antag	-0.52	0.82	0.3	-0.54	-3.1*	0.075	-0.31	-0.26
Her2 expr inh	108	77	101	85	95	128	88	76
M1 agonist	0.06	-2.3	-0.17	-1.7	-1.4	-0.64	-0.29	-0.75
D1 mod	-0.52	1.1	-0.055	-0.035	-0.64	-0.17	0.56	·
NADH coupling	5%	8%	2%	6%	6%	3%	23%	4%
Autofluor 339	1.1	2.5*	1	1.1	1.1	1.1	1.2	1.1

33) CC1CN(C(=O)C(C)Sc2nc3ccccc3s2)CC(C)O1 (centres undefined)
34) Clc1ccc(OCc2nnc(SCc3nc4ccccc4[nH]3)n2Cc2ccco2)cc1
35) COc1cc(OC)c(-c2nn3c(-c4ccco4)nnc3s2)cc1OC
36) O=C1CC(NCc2ccc3c(c2)OCO3)C(=O)N1Cc1ccc2c(c1)OCO2 (centres undefined)
37) CC(=NCCCn1ccnc1)C1=C(O)c2ccccc2C1=O
38) O=P(O)(O)c1ccccc1OCc1ccccc1
39) CC1CC(C)CN(CCCNC(=O)C2CCC(=O)N2C2CCCC2)C1 (centres undefined)
40) CCOC(=O)c1sc(NC(=O)c2cc(S(=O)(=O)N3CCOCC3)ccc2C)nc1C
Compound	33	34	35	36	37	38	39	40
5HT1a ag	-0.1	-1.1	-0.6	0.2	-3.1	-0.8	-0.1	-1.2
E coli RNAP	14	9	5	7	9	2	5	9
Hsp90 block	-1	-7	-4	-3	-2	-1	-4	·
M1 antag	0.7	0.11	-1.8	0.55	0.0071	0.97	0.45	0.14
Her2 expr inh	111	67	38	68	116	89	78	77
M1 agonist	0.072	-0.89	4.4*	-0.34	-1.5	-0.29	0.77	0.79
D1 mod	-0.15	-2.3	-1.3	-0.18	1.5	0.51	-0.28	0.055
NADH coupling	0%	4%	6%[fluoresces]	2%	4%	8%	6%	6%
Autofluor 339	1.1	1.1	3.4*	1.1	1	1.1	1.1	0.86

41) Cc1ccc(C)c(C(=O)Nc2c(C(N)=O)oc3ccccc23)c1
42) COC(=O)c1ccccc1NC(=O)c1sc(N)nc1C
43) O=C(NCC1CCCO1)c1cnn2c1NC(c1ccccc1)CC2C(F)(F)F (centres undefined)
44) OC1(c2ccc(F)cc2)CCN(Cc2nnnn2Cc2cccs2)CC1
45) Cc1nnc2ccc(Oc3ccc(-c4ccccc4)cc3)nn12
46) COc1cccc(-c2nnc3sc(C4CCCCC4)nn23)c1
47) O=C(Nc1cccnc1)c1cc2nc(C3CC3)cc(C(F)(F)F)n2n1
48) CCn1c2ccccc2c2nnc(SCC(=O)NCCOC)nc21
Compound	41	42	43	44	45	46	47	48
5HT1a ag	1.7	-1.8	0.2	-1.1	0.2	1.6	0.3	-1.0
E coli RNAP	3	8	3	9	·	6	·	3
Hsp90 block	1	2	-2	-2	-1	3	-5	-2
M1 antag	-0.078	0.62	0.67	-1.2	-1.4	1	1.3	0.0043
Her2 expr inh	85	77	98	102	119	69	103	183
M1 agonist	-0.91	-0.71	0.69	-0.25	2.1	-0.51	0.059	-0.31
D1 mod	0.7	·	0.088	0.17	-1.4	5.5*	1.3	0.98
NADH coupling	5%	8%	5%	5%	4%	2%	5%	11%
Autofluor 339	1.1	1.1	1.1	1.1	1.1	0.98	1.3	0.97

49) Cc1ccc(C(=O)NCC(=O)OCC(=O)c2c(N)n(C)c(=O)n(C)c2=O)s1
50) COc1cc(NC(=O)C(C)Oc2ccccc2)cc(OC)c1 (centres undefined)
51) CCCCCOc1ccccc1C(=O)NCCCC(=O)O
52) CC(C)C(=O)Nc1ccccc1N1CCN(C(=O)c2ccccc2)CC1
53) O=C(Cn1cc2c(n1)CCCCC2)NCc1cccs1
54) O=C(O)CNC(=O)C1COc2ccccc2O1 (centres undefined)
55) Cc1nn(-c2ccccc2)c(N2CCCCC2)c1/C=N/O
56) CC(=O)C1=C(O)C(=O)N(CC(=O)O)C1c1ccccc1Cl (centres undefined)
57) O=C(NC1CCN(C(=O)NC2CCCCC2)CC1)c1ccco1
58) Cc1ccc(CC2SC(=O)NC2=O)cc1Cl (centres undefined)
59) CC12CCC(C(=O)Nc3ccccc3N3CCOCC3)(CC1=O)C2(C)C (centres undefined)
Compound	49	50	51	52	53	54	55	56	57	58	59
5HT1a ag	-2.0	0.3	1.1	-2.7	-1.6	-1.3	·	0.4	-2.7	-3.1	0.2
E coli RNAP	2	8	6	6	-1	8	6	-1	2	8	10
Hsp90 block	-5	1	2	-3	0	-4	·	-2	-2	1	1
M1 antag	0.51	1.8	-0.27	0.098	-1.2	-2	0.63	0.77	-0.16	0.61	0.16
Her2 expr inh	92	129	111	92	96	99	80	86	90	89	80
M1 agonist	1.6	-0.43	-0.74	-0.029	1	-0.55	1.9	0.18	0.89	-0.71	-0.52
D1 mod	1.2	-0.42	·	0.7	0.26	-0.41	4.1	·	-0.87	2.3	1.2
NADH coupling	3%	1%	0%	10%	5%	1%	1%	6%	8%	2%	9%
Autofluor 339	1.1	1.2	1.1	1.1	1.1	1	1.1	1.2	0.94	0.99	1.1
